# N370S GC mod: qHTS Assay for Inhibitors and Activators of N370S glucocerebrosidase as a Potential Chaperone Treatment of Gaucher Disease. AID 2101, 2009. N370S GC spleen homogenate, 4MU-glucoside fluorescence. hit rate 0.092% among 330,000. Lysosomal acid glucosylceramidase (Homo sapiens), P04062. Potency, µM (doses to about 59.4 µM), for inactives: at the highest dose activity change, negative = inhibition, hits mostly inhibitors;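 further: 0% = full enzyme activity and -100% = no enzyme basal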
# TDP1 inh: qHTS Assay for Inhibitors of Tyrosyl-DNA Phosphodiesterase (TDP1) | hit rate 0.28% among 350,000 | recombinant TDP1, AlphaScreen DNA substrate cleavage | AID 485290, 2010 | Potency, µM (titrated, usually from 130 µM), inactives show at the highest dose activity change, negative = inhibition, most hits filed as inhibitors; further: nearly all actives have a fitted effect of over 40% in size
# Target sequence (Q9NUW8 whole entry, looked up): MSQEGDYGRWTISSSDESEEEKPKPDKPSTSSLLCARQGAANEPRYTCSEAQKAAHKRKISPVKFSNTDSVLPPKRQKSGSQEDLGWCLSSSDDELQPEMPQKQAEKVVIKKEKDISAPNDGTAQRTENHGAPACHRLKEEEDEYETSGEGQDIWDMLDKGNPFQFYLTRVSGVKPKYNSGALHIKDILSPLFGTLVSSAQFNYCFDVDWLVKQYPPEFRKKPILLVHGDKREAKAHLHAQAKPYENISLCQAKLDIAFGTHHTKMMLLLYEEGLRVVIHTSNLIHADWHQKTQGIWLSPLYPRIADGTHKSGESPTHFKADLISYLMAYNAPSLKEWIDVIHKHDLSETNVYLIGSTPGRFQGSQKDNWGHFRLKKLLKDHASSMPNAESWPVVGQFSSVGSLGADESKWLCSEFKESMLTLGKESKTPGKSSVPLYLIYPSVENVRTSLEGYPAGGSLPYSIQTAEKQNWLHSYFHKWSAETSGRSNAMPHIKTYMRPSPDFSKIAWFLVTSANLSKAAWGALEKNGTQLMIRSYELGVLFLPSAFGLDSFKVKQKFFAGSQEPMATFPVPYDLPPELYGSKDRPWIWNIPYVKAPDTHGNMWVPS
#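 Enzyme-compound mixtures sat 15 min at room temperature, followed by a 5 min reaction with 15 nM final substrate and 10 min with AlphaScreen beads. Recombinant human Tdp1 was used at 1 nM final.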
# FEN1 inh: qHTS Assay for the Inhibitors of Human Flap endonuclease 1 (FEN1); AID 588795, 2011; P39748; Potency, µM (series often up to 114 µM), without a hit: at the top dose activity change, negative = inhibition, usual class: inhibitors; Recombinant FEN1 flap cleavage, fluorescence, 15 min; hit rate 0.35% among 390,000; further: nearly all actives have a fitted effect of over 65% in size
# Target sequence (P39748 whole entry, looked up): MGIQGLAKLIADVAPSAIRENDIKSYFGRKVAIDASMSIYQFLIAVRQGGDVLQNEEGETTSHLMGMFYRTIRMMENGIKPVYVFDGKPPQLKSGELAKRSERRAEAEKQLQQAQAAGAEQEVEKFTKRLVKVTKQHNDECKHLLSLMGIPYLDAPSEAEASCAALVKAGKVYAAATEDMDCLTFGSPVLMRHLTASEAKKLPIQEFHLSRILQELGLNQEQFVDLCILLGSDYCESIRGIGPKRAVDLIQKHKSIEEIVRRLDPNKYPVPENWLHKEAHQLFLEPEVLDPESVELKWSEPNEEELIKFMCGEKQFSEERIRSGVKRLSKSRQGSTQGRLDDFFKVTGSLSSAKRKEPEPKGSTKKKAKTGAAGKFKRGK
#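 With each library titrated from low to high concentration, compounds met 10 nM FEN1 for 15 min at room temperature before 50 nM substrate was added; readings at 0 and 15 min fed four-parameter Hill curve fits.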
# Starred values were filed as active, the others as inactive; ? = inconclusive; . = not tested or not shown; & = joins results of further samples; [ ] = dose if it differs, or a comment. The call rests on the fitted dose curve; in most records, active means well fitted curve in the direction sought with a large enough effect; inconclusive means small, poorly fitted or top-dose-only effect, or another doubt; inactive means no such curve, though single readings can be large; an effect the other way counts as inactive or inconclusive. Unless noted, on the % scale 0 is the no-effect control and ±100 the full control effect; potency means the concentration at half of the fitted maximal effect.
# The line under a structure holds: N370S GC mod, FEN1 inh, TDP1 inh
> CCOc1cccc(C2C=C(c3ccc4c(c3)OCO4)NC(c3ccccc3F)N2)c1O (stereo not drawn)
    ., -10%, 3%
> Cc1cccc(CNC(=O)CN2C(=O)CCn3nc(-c4cn(C)c5ccccc45)cc32)c1
    ., 4%, 8%
> C=CCN(c1ccccc1)S(=O)(=O)c1cccc(C(=O)N(CC)CC(=O)Nc2c(F)cccc2F)c1
    2%, -2%, 4%
> COc1ccc(CCCC(=O)Nc2ccc(F)cc2)cc1
    8%, -2%, -1%
> CCc1nc(N2CCN(C(=S)NCCCOC)CC2)c2c3c(sc2n1)CCCC3
    2%, -7%, .
> CCc1nc2ccccc2n1Cc1ccccc1OC
    -28%, 4%, 8%
> Cc1cc(C(=O)COc2ccccc2C(N)=O)c(C)n1C
    7%, 0%, 11%
> COc1ccc(N2CCN(c3ncnc4onc(C)c34)CC2)cc1
    ., 5%, -4%
> Nc1nc(SCC(=O)NCc2ccco2)[nH]c(=O)c1-c1ccccc1
    25%, -1%, 0%
> COc1ccc(CNC(=O)COC(=O)c2n[nH]c3ccccc23)cc1OC
    3%, -3%, -5%
> CCCCn1c(SCC(=O)NCc2ccccc2)nc2ccc(N3CCOCC3)cc2c1=O
    15%, 1%, 9%
> Cc1ccc(C(=O)NCc2ccco2)cc1S(=O)(=O)N1CCCCC1
    -16%, -8%, -4%
> COc1ccc(-c2oc3ncn4nc(-c5ccccc5O)nc4c3c2-c2ccc(OC)cc2)cc1
    ., -4%, 0%[12.3 µM]
> Cc1[nH]c2ccc(C(=O)NCCCN3CCCC3)cc2c1C
    0%, -7%, 5%
> C=CCn1c(Cc2cccs2)nnc1SCC(=O)Nc1ccc(OC)c(OC)c1
    2%, -3%, 5%
> COC(=O)c1c(NC(=O)COc2ccc(Cl)cc2C)sc2c1CCCCC2
    ., 0%, -7%[12.3 µM]
> CCCNC(=O)c1nn2cc(Br)cnc2c1Cl
    -8%, 19%, 0%
> C[C@@]12C=Cc3occc3C1CC[C@@]13C[C@@H](CCC12)[C@@](O)(CO)C3 (stereo partly drawn)
    -6%, ., 2%
> Cc1c(NC(=O)c2cc(-c3ccccc3)on2)c(=O)n(-c2ccccc2)n1C
    3%, 6%, 0%
> COc1ccc(-n2nc(C(=O)NCC(=O)NCCCN3CC(C)CC(C)C3)c3ccccc3c2=O)cc1Cl (stereo not drawn)
    ?, -13%, 2%
> COc1ccc(-n2ccnc(NCc3cccs3)c2=O)cc1
    ., 15%, 5%
> CCCC(=O)Nc1c(-c2ccccc2)c(=O)c(C)nn1-c1ccccc1
    7%, -4%, -3%
> COC(=O)NC(c1cccs1)C(C(C)=O)C(=O)OC (stereo not drawn)
    7%[12.8 µM], ., 1%[21 µM]
> CC(=O)Nc1ccc(NC(=O)C(C)OC(=O)CCCN2C(=O)c3cccc4cccc(c34)C2=O)cc1 (stereo not drawn)
    1%, 2%, 8%
> O=C(Nc1cccc(Cl)c1)c1cc(F)cc2c1OCOC2
    10%, -8%, -5%
> CC1(C)Cc2ccccc2C(C(=O)c2ccccc2)=N1
    11%, 13%, .
> CC(C)C1N=C2c3ccccc3N=C(SCC(=O)NCc3ccc(Cl)cc3)N2C1=O (stereo not drawn)
    ., -21%, 1%
> Cn1c(Cn2c(C(F)(F)F)nc3ccccc32)nc2ccccc21
    0%, 2%, 4%
> Cc1cccc(NC(=O)NC(C)C(c2ccccc2)N2CCN(C)CC2)c1 (stereo not drawn)
    16%, 4%, 2%
> CCCCN=C1N/C(=C\c2ccco2)C(=O)N1c1ccccc1
    3%, -3%, 0%

# 7 compounds out of the list above, arranged by the value under TDP1 inh, ascending.
structure | TDP1 inh
COc1ccc(CNC(=O)COC(=O)c2n[nH]c3ccccc23)cc1OC | -5%
COc1ccc(CCCC(=O)Nc2ccc(F)cc2)cc1 | -1%
CCCNC(=O)c1nn2cc(Br)cnc2c1Cl | 0%
Cc1cccc(NC(=O)NC(C)C(c2ccccc2)N2CCN(C)CC2)c1 (stereo not drawn) | 2%
CCOc1cccc(C2C=C(c3ccc4c(c3)OCO4)NC(c3ccccc3F)N2)c1O (stereo not drawn) | 3%
COc1ccc(-n2ccnc(NCc3cccs3)c2=O)cc1 | 5%
CCc1nc2ccccc2n1Cc1ccccc1OC | 8%

# (more compounds)
# The line under a structure holds: N370S GC mod, FEN1 inh, TDP1 inh
> COC(=O)NC(/C=C/c1ccco1)[C@@]1(C(=O)OC)CCCC1=O (stereo partly drawn)
    9%[12.8 µM], ., -1%[21 µM]
> CC1(C)C2CCC1(C)C(OCCNCCOC(=O)Nc1ccccc1)C2 (stereo not drawn)
    3%, -13%, 3%
> COc1ccc(OC)c(CNC(=O)C2CCN(c3nc4ccccc4nc3C(F)(F)F)CC2)c1
    ., 9%, -3%
> CC(=O)C1=C(O)C(=O)N(C2CCCCC2)C1c1ccccc1 (stereo not drawn)
    1%, 0%, -1%[56.1 µM]
> Cc1c(Cl)cn2c(=O)cc(CN3CCN(c4ccccc4)CC3)nc2c1Cl
    -11%, -4%, 2%
> COc1ccc(C2C(C#N)=C(N)OC3=C2C(=O)CC(C)(C)C3)c([N+](=O)[O-])c1OC (stereo not drawn)
    7%, 1%, -2%
> Cc1oc(-c2ccccc2)nc1CSc1nnc(C)n2c1cc1sccc12
    ., -6%, -5%
> CCCCS(=O)c1snnc1C (stereo not drawn)
    -19%, 8%, -3%
> CCOC(=O)c1ccc(OC)c(OC)c1Cl
    ?, -3%, 4%
> Cc1ccccc1Cn1c(SCc2ccc(C(=O)NC3CCCCC3)cc2)nc2ccncc21
    ., -9%, 4%
> C=CCn1c(SCCC(=O)O)nc2c1c(=O)n(C)c(=O)n2C
    -3%[2.35 µM], 0%, 0%
> O=C(CSc1nnnn1C1CCCCC1)NCc1ccco1
    -2%, 4%, 1%
> Cc1ccc([C@@H]2CC=C(C(=O)O)CN2S(=O)(=O)c2ccc(C)cc2)cc1
    4%, 6%, 1%
> Oc1ccc(Nc2ncnc3scc(-c4ccccc4)c23)cc1
    0%, -4%, 0%
> COC(=O)c1ccc(Nc2ncnc3c2nc2n3CCCC2)cc1
    ., 12%, 1%
> O=C(CN(C(=O)CCC(=O)Nc1nccs1)c1ccccc1F)NCc1ccc2c(c1)OCO2
    -1%, 5%, -1%
> C=CCn1cc(C(=O)NCc2ccco2)c(=O)c2cc(S(=O)(=O)N3CCCCCC3)ccc21
    9%, -3%, 9%
> CC(C)c1nn2c(=O)cc(COC(=O)c3ccc(NC(=O)COc4ccccc4)cc3)nc2s1
    ., -6%, 1%
> CCc1ccc(-c2cc(C)no2)cc1S(=O)(=O)N1CCOc2ccccc21
    26%, -16%, 0%
> CCc1ccc(NC(=O)Cc2csc(COc3cccc(C)c3)n2)cc1
    ., -6%, 4%
> CCOC(=O)COn1c(=O)c(-c2ccc(OC)cc2)[n+]([O-])c2ccccc21
    -2%, -4%, .
> CCCCCCOc1ccc(/C=C/C(=O)N2CCOCC2)cc1OC
    -2%, -3%, 4%
> N#C/C(=N\O)c1nc2ccccc2[nH]1
    10%, -5%, 5%
> CCN(C(=O)COC(=O)c1cccc(S(=O)(=O)N2CCOCC2)c1)C1CCS(=O)(=O)C1 (stereo not drawn)
    -1%, 5%, .
> CCN(CC)S(=O)(=O)c1ccc(C(=O)Nn2cnnc2)cc1
    -5%, -2%, .
> CCOc1ccc(CNC(=O)C2CCN(c3nn4c(=O)cc(C)nc4s3)CC2)cc1
    -3%, 18%&14%, 8%&5%
> COc1ccc(/C=N\NC(=O)c2ccccc2F)cc1COc1ccc(F)cc1F
    5%, 1%, 2%
> CC1=Nc2ccccc2/C1=C\c1nc(-c2ccc(F)cc2)oc1O
    14%, 71µM*, 2%
> CC(=O)NNC(=O)CCn1c2c(c3ccccc31)CCCC2
    0%, -5%, 1%
> O=C(c1cc(-c2ccccn2)nc2ccc(Cl)cc12)N1CCN(CCc2ccccc2)CC1
    -16%, -5%, 3%
> COC(=O)C1CC(O)CN1C(=O)c1ccco1 (stereo not drawn)
    -7%, 4%, -1%
> CNC(=O)c1csc(-c2ccccc2)n1
    4%, -2%, 2%
> COc1ccc(C(=O)C2CCCN(C(=O)c3ccc4cc[nH]c4c3)C2)c(C)c1 (stereo not drawn)
    -8%, -21%, 0%
> O=C(Cc1ccccc1)NCC(=O)N1CCCCCC1
    8%[12.8 µM], -11%, -13%
> CCOc1ccc(CC(=O)NNC(=S)Nc2ccccc2)cc1Br
    -9%, -2%, 9%
> COc1ccc(S(=O)(=O)NNc2nc(C)cc(C)n2)cc1Br
    2%, -13%, .
> O=C(Nc1ccccc1O)c1cc(S(=O)(=O)N2CCCC2)ccc1Cl
    ., -9%, 0%[12.3 µM]
> CCOC(=O)CN1C(=O)C(=O)c2cc(C)ccc21
    -3%, 2%, 2%
> O=C(CCc1nc2ccccc2s1)N1CCN(c2ccccc2)CC1
    -14%, -15%, -4%
> CCOC(=O)Nc1ccc(C(=O)Oc2ccccc2)c(O)c1
    12%, 0%, 0%
> N#Cc1c2c(c(Nc3ccccc3)n3c1nc1ccccc13)CCC2
    7%, 2%, 8%
> CCN1CCN(c2cc(C)c3cc(NC(=O)c4cc(Cl)ccc4OC)ccc3n2)CC1
    ., ?, 6%
> N#Cc1cc(-c2ccccc2)nnc1Oc1ccccc1Cl
    3%, 5%, 5%
> CC(NC(=O)c1ccc(S(=O)(=O)N(C)C)cc1)c1ccccc1 (stereo not drawn)
    8%, -1%, 9%
> CCSC1=NC(C)(C)C=C(/C=C/c2ccc(Cl)cc2Cl)N1
    -11%, 4%, 7%
> CC(C)[C@H](NC(=O)c1ccccc1)C(=O)NC1CCCCCCC1
    ., -5%, -1%
> O=C(NCc1cccc(Cl)c1)C1CCN(C(=O)c2sccc2-n2cccc2)CC1
    ., 0%, 0%
> CC(C)c1nc(N2CCCC2)c(C#N)c2c1CCCC2
    14%, 8%, 0%
> CCn1cnc2cc(NCc3ccccc3Cl)ccc21
    -7%, -2%, .
> CCOC(=O)CSc1nnc(CNC(=O)Cc2ccccc2)n1-c1ccccc1OC
    3%, -2%, -4%
> Cc1cccc(-n2ncc3c(N(C)C4CCCCC4)ncnc32)c1
    12%, -12%, .
> CC(NC(=O)COC(=O)CNC(=O)C1CCCCC1)c1ccccc1 (stereo not drawn)
    ., 11%, 1%
> O=C(O)Cc1cc2c(s1)CCCCC2
    -12%, -4%, 2%
> CCOc1cc(C2C(C#N)=C(N)OC3=C2C(=O)CC(C)(C)C3)cc([N+](=O)[O-])c1O (stereo not drawn)
    -4%, -6%, 0%
> CCCSc1ccc([C@@H]2[C@H]3C(=O)N(CC)C(=O)[C@H]3[C@]3(C(=O)OC)CCCN23)cc1OC
    0%, -1%, .
> CC1CN2C(c3ccc(Cl)cc3)=CSC2=N1 (stereo not drawn)
    -5%, -14%, .
> Cc1ccc(-c2nc(=O)[nH]c3ccccc23)cc1
    -8%, 6%, .
> COC1=CC(=O)c2ccccc2C1=O
    ., 10µM*, 2%
> CC(=O)N1CCc2c(sc3c2c(=O)n(Cc2ccccc2)c(=O)n3Cc2cccc(Cl)c2)C1
    ., 1%, 4%
> COCCCn1c(SCC(=O)N2CCOCC2)nc2cc(Cl)ccc2c1=O
    ., -13%, 3%

# Quoted at random: 2 compounds from above.
# The line under a structure holds: N370S GC mod, FEN1 inh, TDP1 inh
> COC1=CC(=O)c2ccccc2C1=O
    ., 10µM*, 2%
> CCSC1=NC(C)(C)C=C(/C=C/c2ccc(Cl)cc2Cl)N1
    -11%, 4%, 7%

# (list continues)
# The line under a structure holds: N370S GC mod, FEN1 inh, TDP1 inh
> COc1ccc(N(CC(=O)NCc2ccco2)S(=O)(=O)c2ccccc2)cc1
    6%, -2%, -2%
> Cc1ccc(S(=O)(=O)c2cn(CC(=O)Nc3ccc4c(c3)OCO4)c3ccccc3c2=O)cc1
    ., -4%, 4%
> COc1ccc(-c2cc(NCc3ccc(C)cc3)n3cnnc3n2)cc1
    ., 12%, -2%
> COc1ccc(C(C)N2CC34C=CC(O3)C(C(=O)OCC(C)C)C4C2=O)cc1 (stereo not drawn)
    3%, ., 5%
> O=C(Cn1ccc(NC(=O)OCc2ccccc2)nc1=O)NCCc1ccccn1
    ., -3%, 6%
> Cc1onc(-c2ccccc2Cl)c1C(=O)NCC(=O)O
    -9%, -11%, 2%
> COCc1cc(C)nc(NCCc2ccccc2)c1C#N
    11%, -9%, .
> COc1c(Cl)cc(C(=O)Nc2ccc(Cl)cn2)cc1Cl
    -1%, -3%, 1%
> Cc1ccc(-c2nc3ncccc3o2)cc1NC(=O)c1cccs1
    -7%, -8%, 8%
> O=C(NC(=S)Nc1cccc2cc(O)ccc12)c1ccco1
    -6%, 1%, 7%[56.1 µM]
> COc1cc(OC)c(C(=O)OCC(=O)Nc2ccc(S(=O)(=O)N3CCOCC3)cc2)cc1OC
    ., 10%, -1%
> CCc1ccc(C(=O)Nc2nc3ccccc3[nH]2)cc1
    -10%, -11%, -5%
> Cn1c(SCC(=O)N2c3ccccc3Sc3ccc(Cl)cc32)nnc1-c1ccco1
    18%, 2%, 14%[56.1 µM]
> COc1ccccc1CNC(=O)c1cccc(N2CCCS2(=O)=O)c1
    ., 0%, 0%
